MEKK2 mut-MEK5 – signal of MEK5 binding to mutant human MEKK2 PB1 domain; bead flow cytometry, Alexa488-MEK5 binding to MEKK2 mutant; percent response, % at 10 µM; actives 0.35% (n = 290,000); AID 1530; in the data active = percent response above about 24%, passing the limit was not always enough; also: inactives centre near 1; some results filed as inactive read as strong as hits; reference of the scale not given here
UBC9 SUMO inh – inhibitors of human SUMOylation (UBC9). HTRF SUMOylation assay, SAE1/SAE2 + UBC9, in vitro. P63279. inhibition, % at 35 µM. actives 0.36% (n = 290,000); in the data active = inhibition above about 50%, passing the limit was not always enough; also: strong numbers were not always called active
Target sequence (P63279 whole entry, looked up): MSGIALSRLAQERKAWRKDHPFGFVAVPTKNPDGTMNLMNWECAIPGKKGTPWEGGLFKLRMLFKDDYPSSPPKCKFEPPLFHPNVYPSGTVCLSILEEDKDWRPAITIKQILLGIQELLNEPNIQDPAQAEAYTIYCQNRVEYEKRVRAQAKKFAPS
PfM18AAP inh – blocks P. falciparum M18 aspartyl aminopeptidase; recombinant PfM18AAP, H-Glu-NHMec fluorogenic cleavage; actives 1.2% (n = 290,000); inhibition, % at 7.35 µM; AID 1822;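 active = inhibition above the campaign mean inhibition over all tested compounds plus 3 SD, cut at about 28% in these data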;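 also: 0% = plate median of test compound wells and 100% = 2 mM ZnCl2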
MEKK2wt PB1 HTS – raises or lowers MEK5 binding to wildtype human MEKK2 PB1 domain; Q9Y2U5; bead flow cytometry, Alexa488-MEK5 binding to MEKK2 WT; actives lie on both sides; binding response (% of control), % at 10 µM; actives 1.1% (n = 290,000); AID 1531; in the data active = binding response below about 67% or above about 130%
VIM-2 inh – blocks Pseudomonas aeruginosa VIM-2 metallo-beta-lactamase. purified VIM-2, nitrocefin hydrolysis, epi-absorbance fluorescence. inhibition, % at 5.6 µM. actives 0.89% (n = 290,000). AID 1527;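 active = inhibition above the mean of all tested compounds plus 3 SD, cutoff set per screening run, cut at about 7.5% in these data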;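 also: red hydrolysis product quenches plate fluorescence so inhibitors raise well fluorescence; 0% = enzyme with DMSO and 100% = DMSO without enzyme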
HCV NS3 hel inh – HCV NS3 helicase inhibition | AID 1800 | NS3 helicase DNA unwinding, Cy5 molecular beacon fluorescence | actives 0.56% (n = 290,000) | inhibition, % at 10.9 µM;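 active = inhibition above the mean of all tested compounds plus 3 SD, set per campaign, cut at about 35% in these data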;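 also: 0% = DMSO wells and 100% = thioflavine S control wells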
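Assay system: hepatitis C virus NS3 helicase domain fragment enzyme. Also added: annealed dual-labelled DNA beacon duplex, ATP-started. Timing: 1 h reaction at 25 °C, ATP-initiated. Technique: Cy5 fluorescence at 0 and 60 min, beacon hairpin quenching. Evaluation: % inhibition of unwinding. Replication: one well per compound.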
NALP1 inh – inhibitors of NALP1 inflammasome in yeast | AID 2071 | actives 0.61% (n = 280,000) | S. cerevisiae NALP1/ASC/caspase-1 growth, X-gal OD620, 72 h | inhibition, % at 10 µM; in the data active = inhibition mostly above about 24%, no sharp cut-off; inactive = mostly below about 32%; also: some compounds called inactive have numbers as strong as hits
DNA FID counter – displaces DNA intercalator in HCV helicase counter-screen. DNA fluorescent intercalator displacement, fluorescence. inhibition, % at 7.9 µM. actives 0.17% (n = 290,000); in the data active = inhibition above about 37%;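 also: 0% = vehicle and 100% = reference compound; higher means more ethidium bromide displaced from hairpin DNA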
IMP-1 inhibitor – inhibitors of Pseudomonas aeruginosa IMP-1 metallo-beta-lactamase; purified IMP-1, nitrocefin hydrolysis, epi-absorbance fluorescence; inhibition, % at 5.6 µM; actives 0.45% (n = 290,000); AID 1556;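 active = inhibition above the mean plus 3 SD of all compounds in the same screening run, cut at about 4.5% in these data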;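 also: 0% = IMP-1 with DMSO and 100% = DMSO wells lacking enzyme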
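Material – recombinant IMP-1 enzyme, purified · Amount – IMP-1 0.2 nM before substrate addition · Medium – HEPES buffer pH 7.1 with ZnSO4 and Brij 35 · Timing – 25 °C, 15 min preincubation, 25 min reaction · Measured by – plate fluorescence quenching by hydrolysis product, ex 480/em 530 nm · Read-out – percent enzyme inhibition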
* marks the source's active call; other numbers are inactive results; nt = not tested or not shown.

#1 O=C1C2CCCN2C(=O)N1CCCCN1CCN(CCO)CC1 (stereo not drawn)
#2 CCOC(=O)CSC(C)C(=O)Nc1nnc(C(C)C)s1 (stereo not drawn)
#3 CC(C)(C)C(=O)CN1C2=NCCCN2c2ccccc21
#4 Cc1cc(/C=N/n2c(COc3ccccc3C)nc3ccccc3c2=O)c(O)c([N+](=O)[O-])c1
#5 CCc1ccccc1-n1c(SCC(=O)N2CCCC2)nc2[nH]ncc2c1=O
#6 CC(C)(C)S(=O)(=O)c1cnc(-c2ccc(Cl)cc2)nc1N
#7 COc1ccccc1N1CCN(C(=O)CCc2nnc3ccc(N4CCC(C)CC4)nn23)CC1
#8 N#Cc1ccc(S(=O)(=O)N2CCc3[nH]c4ccc(F)cc4c3C2)cc1
Assay by compound,1,2,3,4,5,6,7,8
MEKK2 mut-MEK5,0,9,11,11,-5,-20,10,-21
UBC9 SUMO inh,18,15,0,102,13,7,1,2
PfM18AAP inh,-3,-2,0,-7,8,0,2,-3
MEKK2wt PB1 HTS,100,105,109,101,95,90,104,87
VIM-2 inh,-5.0,-0.8,-3.4,-3.7,-0.8,-2.7,-1.4,-1.7
HCV NS3 hel inh,4,-4,4,1,17,-2,-5,-4
NALP1 inh,13,6,-13,17,-1,7,5,17
DNA FID counter,-6,-8,9,-6,-13,-4,-59,9
IMP-1 inhibitor,0.1,-2.3,-1.9,-3.7,-2.1,-2.8,-2.8,-2.4

Exported with each value named: part of the list above.
(2) CCOC(=O)CSC(C)C(=O)Nc1nnc(C(C)C)s1 (stereo not drawn)
  MEKK2 mut-MEK5: 9
  UBC9 SUMO inh: 15
  PfM18AAP inh: -2
  MEKK2wt PB1 HTS: 105
  VIM-2 inh: -0.8
  HCV NS3 hel inh: -4
  NALP1 inh: 6
  DNA FID counter: -8
  IMP-1 inhibitor: -2.3

(3) CC(C)(C)C(=O)CN1C2=NCCCN2c2ccccc21
  MEKK2 mut-MEK5: 11
  UBC9 SUMO inh: 0
  PfM18AAP inh: 0
  MEKK2wt PB1 HTS: 109
  VIM-2 inh: -3.4
  HCV NS3 hel inh: 4
  NALP1 inh: -13
  DNA FID counter: 9
  IMP-1 inhibitor: -1.9

(4) Cc1cc(/C=N/n2c(COc3ccccc3C)nc3ccccc3c2=O)c(O)c([N+](=O)[O-])c1
  MEKK2 mut-MEK5: 11
  UBC9 SUMO inh: 102
  PfM18AAP inh: -7
  MEKK2wt PB1 HTS: 101
  VIM-2 inh: -3.7
  HCV NS3 hel inh: 1
  NALP1 inh: 17
  DNA FID counter: -6
  IMP-1 inhibitor: -3.7

Remaining list, next part
#9 CC(C)C(=O)Nc1ccc(NC(=S)NC(=O)c2cc3ccccc3o2)cc1
#10 O=C(NC1CCCCCCC1)c1c(O)c2ccccc2[nH]c1=O
#11 Cc1ccc(NC(=O)N2CCOCC2)c(C)c1
#12 O=C(CNC1CCCCC1)Nc1cc(S(=O)(=O)N2CCOCC2)ccc1Cl
#13 Nc1cc(=O)[nH]c(SCC(=O)Nc2cc(S(=O)(=O)N3CCOCC3)ccc2Cl)n1
#14 Cc1ccc(SCC(=O)NCCSC(C)(C)C)cc1
#15 COc1cccc(OC)c1NC(=O)CN1CCN(C)CC1
#16 COc1ccc(OC)c(-c2cc(C(=O)NCc3ccco3)no2)c1
Assay by compound,9,10,11,12,13,14,15,16
MEKK2 mut-MEK5,1,2,7,-2,-2,-2,4,8
UBC9 SUMO inh,29,-6,11,3,-17,7,10,-13
PfM18AAP inh,-8,-1,-9,-9,3,-3,-7,2
MEKK2wt PB1 HTS,100,88,107,96,100,100,95,106
VIM-2 inh,-0.5,-0.2,-3.4,-2.7,-1.3,-2.8,-1.5,-2.1
HCV NS3 hel inh,-2,4,0,11,-8,2,-4,-8
NALP1 inh,9,-2,13,4,2,2,0,9
DNA FID counter,-2,-5,0,2,-5,-20,-1,-13
IMP-1 inhibitor,-1.4,-2.6,-1.7,-1.9,-3.0,-3.2,-2.4,-3.8

#17 Nc1nc2ccc(N3CCOCC3)cc2s1
#18 Cc1cc(C)c2c(=O)n(CC(=O)Nc3ccc(Cl)cc3)sc2n1
#19 CC(=O)C1=C(O)C(=O)N(Cc2cccnc2)C1c1ccccc1 (stereo not drawn)
#20 O=C(CCc1ccccc1)NNC(=S)Nc1ccc(F)cc1
#21 Cc1cc(OCC(=O)NC2CC2)c2c(C)cc(=O)oc2c1
#22 O=C(Nc1ccc(N2CCOCC2)cc1)c1ccc([N+](=O)[O-])cc1
#23 Cc1csc(NC(=O)CSc2nnc(NC(=O)C3CC(=O)N(c4ccccc4)C3)s2)n1 (stereo not drawn)
#24 CCN(CC)C(=O)Cn1cc(S(=O)(=O)CC(=O)Nc2cc(OC)ccc2OC)c2ccccc21
Assay by compound,17,18,19,20,21,22,23,24
MEKK2 mut-MEK5,3,8,10,-2,-1,-14,-2,3
UBC9 SUMO inh,-5,28,-3,-32,20,18,-31,8
PfM18AAP inh,-7,57*,4,2,5,-2,11,-5
MEKK2wt PB1 HTS,107,103,98,84,99,81,94,104
VIM-2 inh,-0.9,-2.5,-0.9,-3.1,-2.5,2.9,-3.9,-2.7
HCV NS3 hel inh,1,-4,5,2,-1,-7,1,7
NALP1 inh,0,nt,6,7,6,4,29,3
DNA FID counter,3,-6,2,-7,-7,4,-12,-41
IMP-1 inhibitor,-4.1,-1.9,-2.6,-3.3,-3.3,-1.8,-1.1,-1.5

#25 COc1ccc(Nc2nc(N)nc(CN3CCN(c4ccccn4)CC3)n2)cc1
#26 CC(=O)Nc1ccc(N2C(=O)CC(N3CCSCC3)C2=O)cc1 (stereo not drawn)
#27 CC(C)CC(=O)NC(=S)Nc1ccc(NC(=O)c2cccs2)cc1
#28 Cc1ccsc1C1CC(=O)OC2=C1C(=O)CC(C)(C)C2 (stereo not drawn)
#29 Cc1c(C(=O)N2CCCC2)oc2c1-c1nn(CC(=O)NCCCN3CCCCC3C)cc1CC2 (stereo not drawn)
#30 O=S(=O)(ON(c1ccccc1)S(=O)(=O)c1ccccc1)c1ccccc1
#31 CC(C)NC(=O)CCNC(=O)c1ccc(F)cc1
#32 O=C(NCC1CCCCC1)c1ccc(=O)[nH]c1
Assay by compound,25,26,27,28,29,30,31,32
MEKK2 mut-MEK5,-1,-5,-2,5,2,-3,-7,3
UBC9 SUMO inh,19,-2,-4,11,nt,13,nt,16
PfM18AAP inh,0,-9,-5,-9,25,2,-4,-13
MEKK2wt PB1 HTS,97,96,100,98,104,96,62,102
VIM-2 inh,-2.8,0.9,1.0,-1.0,-2.0,-0.3,-0.5,-1.3
HCV NS3 hel inh,-6,15,24,10,-2,-7,-7,-6
NALP1 inh,-2,-3,-4,-3,13,25,nt,9
DNA FID counter,-14,-5,-4,0,8,-12,1,3
IMP-1 inhibitor,-2.4,0.1,4.0,-3.2,-2.9,-2.8,-3.5,-2.1

#33 CCOc1cc(C(=O)N/N=C/c2ccsc2)cc(OCC)c1OCC
#34 O=C(NCC1CCCO1)c1cccs1 (stereo not drawn)
#35 COCc1cc(=O)[nH]c(-c2ccccc2OC(F)(F)F)n1
#36 CCc1ccc(N(CC(=O)NC2CCCC2)C(=O)CCC(=O)Nc2ccccn2)cc1
#37 Cc1ccc(OCC(=O)Nc2ccc(N3CCN(S(C)(=O)=O)CC3)cc2)cc1
#38 CCCn1c(O)c(N=NC(=O)c2cccnc2)c2cc(Br)ccc21
#39 COc1ccc(CCNC(=O)C2(c3ccccc3)CC2)cc1
#40 Cc1cc(C)c(NS(=O)(=O)c2ccc(NC(=O)/C=C/C(=O)O)cc2)c(C)c1
Assay by compound,33,34,35,36,37,38,39,40
MEKK2 mut-MEK5,-1,4,0,-4,-8,-45,-3,4
UBC9 SUMO inh,-6,2,-10,15,7,15,-4,-16
PfM18AAP inh,-5,4,5,-9,0,-4,4,-3
MEKK2wt PB1 HTS,104,100,97,98,96,64,94,109
VIM-2 inh,-1.3,-1.7,-2.0,0.5,-4.7,2.0,-3.8,-1.9
HCV NS3 hel inh,0,14,-8,-10,3,16,6,1
NALP1 inh,28,-2,14,36,12,-5,-2,51*
DNA FID counter,-11,-9,-2,-41,6,0,-24,0
IMP-1 inhibitor,-3.5,-2.9,-3.3,-2.4,-2.4,0.2,-3.2,-1.6

#41 CCCCOc1ccc(C(=O)N/C(=C\c2cccc([N+](=O)[O-])c2)C(=O)OC(C)C)cc1
#42 CSc1nnc2n(-c3ccc(C)cc3)c(=O)c3c4c(sc3n12)COC(C(C)C)C4 (stereo not drawn)
#43 Cc1cc(NC(=O)Cn2nc([N+](=O)[O-])c(Br)c2C)no1
#44 COc1ccc(CNC(=O)CC2(CC(=O)O)CCCCC2)cc1
#45 Cc1ccccc1NC(=S)N(Cc1ccco1)C(C)c1cccs1 (stereo not drawn)
#46 COc1ccc(Nc2ncnc3sc(-c4ccccc4)cc23)cc1OC
#47 Cc1cccc2sc(NNC(=O)c3cc(=O)c4ccccc4o3)nc12
#48 Cc1sc2ncn(CC(=O)NCCCC(=O)N3CCC(C)CC3)c(=O)c2c1C
Assay by compound,41,42,43,44,45,46,47,48
MEKK2 mut-MEK5,1,2,-3,3,4,-1,-10,5
UBC9 SUMO inh,-6,25,13,-3,7,5,-49,6
PfM18AAP inh,-6,2,-1,0,6,2,44*,-4
MEKK2wt PB1 HTS,97,102,95,102,102,107,85,108
VIM-2 inh,-3.8,0.4,-0.9,-1.9,-1.3,-3.0,-1.2,-1.5
HCV NS3 hel inh,-10,-6,0,7,4,-8,9,9
NALP1 inh,-8,-22,2,18,6,33,10,12
DNA FID counter,-2,-4,16,-6,-1,-6,-11,-33
IMP-1 inhibitor,-2.2,-0.5,-1.4,-4.3,-3.1,-3.9,-1.3,-2.4

#49 CCNC(=O)C1=C(O)c2sccc2N(C)S1(=O)=O
#50 CC(C)(Oc1ccc(Cl)cc1)C(=O)OCn1nnc2ccccc2c1=O
#51 Cc1cc(NC(=S)Nc2cccc3ccccc23)n[nH]1
#52 CC1(C)CC(=O)/C(=C(\O)CCCN2C(=O)c3ccccc3C2=O)C(=NCCO)C1
#53 Oc1ccc2cc(Br)ccc2c1CN1CCCC1
Assay by compound,49,50,51,52,53
MEKK2 mut-MEK5,1,-1,0,2,-1
UBC9 SUMO inh,4,20,2,16,-2
PfM18AAP inh,-2,3,4,-1,-12
MEKK2wt PB1 HTS,97,97,104,100,100
VIM-2 inh,-2.8,-6.5,-2.4,-3.2,-2.1
HCV NS3 hel inh,-12,4,-4,4,3
NALP1 inh,-1,23,8,12,2
DNA FID counter,-4,-12,-2,-12,1
IMP-1 inhibitor,-2.5,-3.8,-1.6,-1.8,-3.0

Screening data deposited in PubChem BioAssay by several laboratories.
